Screening results from PubChem.
uPA generation – inhibitors of cell surface uPA generation. cell surface uPA generation assay, qHTS. Potency, µM (top dose mostly 38.3 µM), without a hit: at the highest dose activity change, negative = inhibition, actives largely listed as inhibitors. actives 0.31% (n = 330,000). AID 540303; active means well fitted inhibition curve with a large enough effect; inconclusive means small, poorly fitted or top-dose-only effect; inactive means no such curve, though single readings can be large or run the other way; tested in mouse RAW 264.7 cells; further: potency means the concentration at half of the fitted maximal effect; on the % scale 0 is the no-effect control and ±100 the full control effect; nearly all actives have a fitted effect of over 55% in size
Gal4-VP16 FLuc – Gal4-VP16 reporter inhibition counter-screen; actives 3.5% (n = 310,000); Potency, µM (titrated, usually from 53.6 µM), without a hit: top-dose activity, negative = inhibition, most hits filed as inhibitors; Drosophila S2 Gal4-VP16 UAS-luciferase, luminescence, 20 h;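 further: Gal4-VP16 expression switched on by copper sulfate through the metallothionein promoter; potency means the concentration at half of the fitted maximal effect; on the % scale 0 is the no-effect control and ±100 the full control effect; nearly all actives have a fitted effect of over 50% in size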
Giardia kill – Giardia lamblia killing; Giardia lamblia trophozoite viability; activity change, % at 7.66 µM, hits read low; actives 0.15% (n = 340,000); in the data active means activity change below about -80%; inconclusive means between about -30% and that limit;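 further: parasites exposed to compound for two days anaerobically before the ATP read; on the % scale 0 is the no-effect control and ±100 the full control effect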
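Media and compound were dispensed first, then trophozoites at 100 cells/well; plates sat 48 hrs at 37 deg C without oxygen before ATP luminescence reagent was added and read after 15-30 min at room temperature.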
KCNH2 3.1 block – inhibitors of human KCNH2 3.1 potassium channel isoform. AID 720553. activity change, % (tested at about 1.8 µM). actives 0.95% (n = 340,000). U2OS KCNH2 3.1, thallium flux FluxOr; stronger effect = lower value;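 active means maximum activity change below -70%; inconclusive means maximum activity change from -70% to -50%; inactive means maximum activity change above -50%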;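 further: thallium influx rate constant from kinetic fluorescence after stimulation buffer; on the % scale 0 is the no-effect control and ±100 the full control effect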
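Channel expression came from 3.1 mutant virus (1.77 x 10^8 /mL) applied to suspended U2OS cells for 4 h. Flux was tracked with FluxOr dye plus Red40 quencher, and kinetic rate constants normalized to controls.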
ELG1 genotoxic – inducers of genotoxicity in HEK293T ELG1-luciferase cells | HEK293T ELG1-luciferase reporter, luminescence, 16 h | Potency, µM (top dose mostly 46 µM), inactives show at the highest dose activity change, positive = activation, hits mostly activators | actives 1.3% (n = 330,000) | AID 504466; further: potency means the concentration at half of the fitted maximal effect; % of control where 0% means no effect; nearly all actives have a fitted effect of over 60% in size
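ELG1-luciferase HEK293T cells, 2,000/well; compound pinned in; 16 hr, 37 °C, 5% CO2; ONE-Glo, 30 min RT; luminescence on CCD imager.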
FLuc counter – inhibits or activates purified firefly luciferase, miR-21 counter-screen; purified FLuc, Km substrates, luminescence inhibition; actives 6.9% (n = 360,000); P08659; Potency, µM (series often up to 57.5 µM), without a hit: at the highest dose activity change, negative = inhibition, most hits filed as inhibitors;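 further: potency means the concentration at half of the fitted maximal effect; plate controls were vehicle for no effect and reference inhibitor for full effect; nearly all actives have a fitted effect of over 55% in size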
Target sequence (P08659 whole entry, looked up): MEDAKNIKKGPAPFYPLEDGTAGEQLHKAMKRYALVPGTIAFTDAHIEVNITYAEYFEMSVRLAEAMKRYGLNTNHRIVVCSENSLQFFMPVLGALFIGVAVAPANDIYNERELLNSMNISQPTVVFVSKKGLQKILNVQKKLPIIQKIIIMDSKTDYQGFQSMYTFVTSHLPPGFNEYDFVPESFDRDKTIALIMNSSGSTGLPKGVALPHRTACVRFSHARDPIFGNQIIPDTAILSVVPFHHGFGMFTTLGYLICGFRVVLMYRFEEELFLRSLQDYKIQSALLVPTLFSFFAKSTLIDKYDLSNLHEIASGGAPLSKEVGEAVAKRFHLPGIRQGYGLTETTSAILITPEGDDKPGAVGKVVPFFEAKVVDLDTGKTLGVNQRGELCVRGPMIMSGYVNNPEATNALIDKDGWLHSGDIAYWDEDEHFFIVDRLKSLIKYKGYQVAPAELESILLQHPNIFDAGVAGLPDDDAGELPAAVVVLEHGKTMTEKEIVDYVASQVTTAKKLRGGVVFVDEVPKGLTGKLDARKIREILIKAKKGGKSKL
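Purified P. pyralis luciferase, 10 nM final, with Km-level 10 uM D-luciferin and 10 uM ATP in 50 mM Tris acetate pH 7.5, 10 mM Mg acetate, 0.01% Tween-20, 0.05% BSA; 6-point qHTS titration about 60 µM downward; luminescence read.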
Rab9 promoter act – activators of Rab9 promoter; actives 2.8% (n = 320,000); Huh7 Rab9 promoter-luciferase reporter, luminescence, 24 h; AID 485297; Potency, µM (highest dose often 9.22 µM), without a hit: at the top dose activation, negative = inhibition, most hits filed as activators; further: potency means the concentration at half of the fitted maximal effect; % of control where 0% means no effect; nearly all actives have a fitted effect of over 60% in size
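Luciferase signal after 10 min detection reagent at ambient indicates Rab9 promoter upregulation; stably transfected Huh7 cells were treated 24 h with compound in DMSO at 37 °C, 5% CO2.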
RORg inh – blocks mouse ROR gamma transcriptional activity | actives 5.4% (n = 310,000) | Potency, µM (series often up to 53.6 µM), for the others: at the highest dose activity change, negative = inhibition, hits mostly inhibitors | Drosophila S2 Gal4-RORgamma UAS-luciferase reporter, 20 h; further: potency means the concentration at half of the fitted maximal effect; on the % scale 0 is the no-effect control and ±100 the full control effect; nearly all actives have a fitted effect of over 60% in size
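A Gal4/UAS one-hybrid system in insect cells: metallothionein-promoter Gal4–ROR gamma fusion plus Photinus luciferase reporter. Copper sulfate 700 uM final, 20 hr ambient incubation, luminescent detection after 10 min with reagent.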
NPC1 promoter act – activators of NPC1 promoter; Huh7 NPC1 promoter luciferase reporter, 24 h; Potency, µM (series often up to 9.22 µM), without a hit: at the top dose activation, actives largely listed as activators; actives 2.4% (n = 320,000);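 further: potency means the concentration at half of the fitted maximal effect; % of control where 0% means no effect; nearly all actives have a fitted effect of over 60% in size; reporter is driven by a mutant NPC1 promoter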
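In 1536-well qHTS, Huh7 cells harboring an NPC1 promoter–luciferase construct received compound for 24 h; activation was quantified by luminescence following luciferase reagent addition.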
FBPA coupling cs – counter-screen for Giardia aldolase inhibitors: coupling enzyme system; coupling enzyme system counterscreen, AmpLite Red fluorescence; activity change, negative = inhibition, % at 58.2 µM, hits read low; actives 0.67% (n = 290,000); AID 2472; in the data active means activity change below about -30%; further: on the % scale 0 is the no-effect control and ±100 the full control effect
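Fluorescence at 525 nm excitation and 598 nm emission measured inhibition of the coupled detection system without aldolase. Compounds (at 57.5 uM final) were preincubated 10 min at room temperature with coupling enzyme reagent before a 20 min substrate/AmpLite Red step.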
Tb PFK inh – blocks T. brucei phosphofructokinase | T. brucei PFK, ADP-Glo luminescence | Potency, µM (highest dose often 57.5 µM), for the others: top-dose activity, negative = inhibition, actives largely listed as inhibitors | actives 0.17% (n = 330,000) | AID 485367;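 further: potency means the concentration at half of the fitted maximal effect; 0% = uninhibited 1x PFK enzyme wells and -100% = no-enzyme wells; nearly all actives have a fitted effect of over 60% in size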
Target sequence (O15648 whole entry, looked up): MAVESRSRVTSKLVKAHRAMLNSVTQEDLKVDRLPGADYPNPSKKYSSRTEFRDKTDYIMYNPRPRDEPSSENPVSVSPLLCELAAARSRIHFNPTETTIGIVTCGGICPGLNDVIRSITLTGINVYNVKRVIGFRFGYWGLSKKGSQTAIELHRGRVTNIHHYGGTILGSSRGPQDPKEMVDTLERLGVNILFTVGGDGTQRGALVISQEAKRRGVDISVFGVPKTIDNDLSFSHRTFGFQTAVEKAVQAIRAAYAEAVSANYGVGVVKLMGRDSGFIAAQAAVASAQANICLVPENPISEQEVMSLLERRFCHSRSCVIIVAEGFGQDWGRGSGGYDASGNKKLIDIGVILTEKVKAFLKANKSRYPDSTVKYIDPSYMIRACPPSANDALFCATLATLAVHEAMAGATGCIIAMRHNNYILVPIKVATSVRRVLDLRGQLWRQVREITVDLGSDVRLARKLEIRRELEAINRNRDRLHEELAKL
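In TEA buffer at pH 8.0 with 5 mM MgCl2, enzyme (1.25 nM) converted F6P (0.5 mM) and ATP (0.1 mM) for 45 min at room temperature. ADP product was read by luciferase luminescence.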
Numbers without * were called inactive; u = inconclusive; x = not tested or not shown; [ ] = dose if it differs, or a comment. Unless noted, the call rests on the fitted dose curve; in most records, active means well fitted curve in the direction sought with a large enough effect; inconclusive means small, poorly fitted or top-dose-only effect, or another doubt; inactive means no such curve, though single readings can be large; an effect the other way counts as inactive or inconclusive.

Values run as follows: uPA generation | Gal4-VP16 FLuc | Giardia kill | KCNH2 3.1 block | ELG1 genotoxic | FLuc counter | Rab9 promoter act | RORg inh | NPC1 promoter act | FBPA coupling cs | Tb PFK inh
> O=C(NN1CCOCC1)c1c(-c2ccccc2)sc2ccccc12
  -25% | x | -8 | 5 | 3% | x | x | x | x | x | 1%
> COc1ccc(CNS(=O)(=O)c2ccc(N3CCCC3)cc2Br)cc1
  -4% | x | -2 | 3 | 2% | x | x | x | x | x | 0%
> O=Cc1ccc(N2N=C(c3ccccc3)CC2c2ccccc2)cc1 (stereo not given)
  -12% | 8% | -29 | -11 | -3% | -20% | -2% | -16% | -3% | 0 | -1%
> Cc1sc2nc(C(C)C)oc(=O)c2c1C
  1% | -1% | 1 | 0 | -1% | -1% | -6% | -8% | 1% | -1 | 2%
> CC(=O)N1c2ccc(S(=O)(=O)N3CCC(C(=O)Nc4ccccn4)CC3)cc2CC1C (stereo not given)
  -1% | 8% | 7 | -21 | -1% | -1% | -9% | 11% | -6% | 6 | -5%
> CCCN(CCC)CCN1C(=O)C2C(C(=O)Nc3cccc(SC)c3)C3C=CC2(O3)C1C(=O)NC1CCCCC1 (stereo not given)
  -6% | 10% | 3 | -19 | 1% | -1% | 5% | -9% | 5% | 1 | 0%
> O=C(O)c1c[nH]c2ccc(S(=O)(=O)N3CCOCC3)cc12
  4% | -6% | 10 | 3 | -5% | 8% | 4% | -7% | 2% | -1 | -1%
> CCOc1ccccc1-c1nc(-c2ccc(NC(=O)c3ccc(Br)o3)cc2)no1
  -4% | 2% | 4 | -10 | -9% | u | 24% | 10% | 25% | -1 | 3%
> CCOC(=O)COc1ccc2c(C#N)c3ccccn3c2c1
  2% | 17%[10 µM] | -20 | -4 | -1% | -8% | -5% | -2% | 0% | -60* | 9%
> O=C(NCCc1ccc([N+](=O)[O-])cc1)c1ccccc1
  -2% | -1% | 5 | 17 | 6% | -8% | 27% | 10% | 18% | 1 | -4%
> O=C1CS/C(=N/N=C/c2ccncc2)N1
  6% | 3% | -4 | 15 | 2% | u | -5% | -9% | -2% | 0 | 0%
> CCC1C(=O)N(c2nc(C)cc(C)n2)N=C1C (stereo not given)
  1% | -9% | -13 | 4 | 0% | -3% | 1% | u | -1% | 1 | -1%
> CNC(=O)c1cc(Nc2nnc(-c3ccc(C)c(S(N)(=O)=O)c3)c3ccccc23)ccc1OC
  8% | -1% | 10 | 2 | 1% | -9% | -8% | 12% | -1% | -1 | -1%
> Cc1nnc(N2CCOCC2)c2nn(-c3cccc(Cl)c3)c(C)c12
  11% | 16% | 11 | 3 | 0% | 3% | 0% | 7% | 0% | 5 | -5%
> CN(C(=O)CC1C(=O)NCCN1Cc1cccc(C(F)(F)F)c1)C1CCOCC1 (stereo not given)
  10% | 3% | -8 | -1 | 0% | -1% | 2% | -10% | -4% | x | -13%
> O=C(CSC(=S)N1CCOCC1)Nc1ncc2c(n1)CC(c1ccco1)CC2=O (stereo not given)
  16% | 0% | -6 | 0 | -2% | -1% | -5% | 5% | -2% | 6 | 0%
> O=C(COC(=O)CCSc1ccccc1)Nc1cc(F)ccc1F
  2% | -1% | -8 | 0 | 2% | -14% | 4% | 15% | -1% | -2 | 5%
> CCN(CC)c1ccc(NC(=O)c2ccc3c(c2)OCO3)c(C)c1
  -4% | x | -14 | -17 | 1% | -14% | 11% | x | -1% | 0 | -4%
> C/C(=N\Nc1ccc(S(=O)(=O)N2CCOCC2)cc1[N+](=O)[O-])C(C)C
  -5% | 0% | 7 | -4 | -6% | 1% | 4% | u | -3% | 3 | 17%
> COc1ccccc1-c1nc(C#N)c(NCCCn2ccnc2)o1
  8% | 1% | 7 | 1 | 0% | -7% | 0% | 5% | -1% | 8 | -1%
> Cc1ccc(Cl)cc1S(=O)(=O)N1CCC(C(=O)NC2CCN(Cc3ccccc3)CC2)CC1
  0% | 22µM* | 28 | u | -11% | 4% | -24% | u | -19% | 2 | 0%
> CS/C(=N\NC(N)=O)c1ccccc1
  0% | 1% | -1 | 5 | 0% | -1% | 0% | -8% | 2% | -1 | 1%
> CN(CC(=O)Nc1cccc(F)c1)C(=O)c1ccc(N2CCOCC2)c([N+](=O)[O-])c1
  -4% | -16% | -7 | 4 | -7% | 1% | 5% | u | -24% | x | 1%
> COc1ccccc1NC(=O)CSc1nnnn1-c1ccccc1F
  7% | 17% | -8 | 8 | 4% | -17% | 0% | 0% | 0% | 0 | -1%
> CC1CN(C(=O)N2CCOCC2)CCN1C(=O)N1CCOCC1 (stereo not given)
  4% | 2% | -12 | -13 | 2% | -2% | -4% | 3% | -5% | 0 | 0%
> COc1ccc(CCNC(=O)CCNC(=O)c2ccc([N+](=O)[O-])cc2)cc1
  -15% | -5% | -8 | 0 | 0% | -2% | -3% | -2% | -4% | 3 | -1%
> O=C(CCC1CCCN(C(=O)Cn2cnnn2)C1)NCc1ccc(F)c(F)c1 (stereo not given)
  -4% | -12% | -18 | -20 | 4% | -8% | 4% | 3% | -3% | 4 | -23%
> CCC(CC)C(=O)NCCc1cc2c(C)ccc(C)c2[nH]c1=O
  5% | -4% | 6 | -8 | 2% | -1% | -1% | -14% | -2% | 3 | 4%
> O=C(OCCN1CCN(C2=NS(=O)(=O)c3ccccc32)CC1)c1ccccc1F
  5% | 7% | 5 | 1 | -1% | -2% | 6% | 3% | 0% | 0 | 10%
> C(#Cc1c(-c2ccsc2)sc2ccccc12)c1ccsc1
  -23% | x | -2 | -2 | 2% | x | x | x | x | x | -5%

No new results follow: entries from further up.
Values run as follows: uPA generation | Gal4-VP16 FLuc | Giardia kill | KCNH2 3.1 block | ELG1 genotoxic | FLuc counter | Rab9 promoter act | RORg inh | NPC1 promoter act | FBPA coupling cs | Tb PFK inh
> O=C(OCCN1CCN(C2=NS(=O)(=O)c3ccccc32)CC1)c1ccccc1F
  5% | 7% | 5 | 1 | -1% | -2% | 6% | 3% | 0% | 0 | 10%
> C(#Cc1c(-c2ccsc2)sc2ccccc12)c1ccsc1
  -23% | x | -2 | -2 | 2% | x | x | x | x | x | -5%

As entered above:
`CNC(=O)c1cc(Nc2nnc(-c3ccc(C)c(S(N)(=O)=O)c3)c3ccccc23)ccc1OC` @ uPA generation: 8%
`Cc1nnc(N2CCOCC2)c2nn(-c3cccc(Cl)c3)c(C)c12` @ uPA generation: 11%

Next section.
Values run as follows: uPA generation | Gal4-VP16 FLuc | Giardia kill | KCNH2 3.1 block | ELG1 genotoxic | FLuc counter | Rab9 promoter act | RORg inh | NPC1 promoter act | FBPA coupling cs | Tb PFK inh
> Cc1ccc(CNC(=O)COC(=O)CSc2ccc(Br)cc2C)cc1
  4% | 4% | -10 | -16 | -4% | 5% | 9% | -1% | 2% | 3 | 8%
> CCn1c(SCC(=O)N/N=C/c2c[nH]c3ccccc23)nnc1-c1ccc(Cl)cc1
  -5% | 6% | -16 | 1 | -10% | u | -5% | 28% | -4% | 1 | 5%
> CCCCn1c(N)c(N(CCOC)C(=O)c2cc(S(=O)(=O)N3CCCCC3)ccc2Cl)c(=O)[nH]c1=O
  2% | 3% | 5 | 6 | -7% | 2% | -1% | -10% | -2% | x | 1%
> CCCN(CCC)C(=O)c1ccc2c(c1)N(CC)C(=O)c1ccccc1S2(=O)=O
  3% | 5% | 4 | -2 | -1% | 1% | -1% | 21% | -1% | 3 | -1%
> O=C(C[n+]1cc(-c2ccc(F)cc2)n2c1CCC2)OCc1ccccc1
  5% | 6% | -5 | -6 | 0% | 0% | 2% | 6% | -4% | 4 | 4%
> O=C(COc1ccccc1/C=C1\SC(=S)NC1=O)Nc1ccc(F)cc1
  1% | x | 8 | 16 | -6% | x | x | x | x | x | -1%
> COc1ccc(-c2nnc(SCC(=O)Nc3ccc(C(=O)O)cc3)n2-c2ccc(Cl)cc2)cc1
  3% | 2% | 9 | 8 | 0% | 2% | -8% | 24% | -5% | 12 | -1%
> O=C(NCc1cccnc1)c1ccccn1
  1% | -7% | -19 | 16 | -3% | 7% | 3% | 4% | -1% | 0 | -8%
> Cc1ccc(N2C(=O)CC(c3ccsc3)C3=C2CC(C)(C)CC3=O)cc1 (stereo not given)
  2% | 4% | 7 | -1 | -2% | -1% | -2% | -3% | -4% | 3 | 3%
> Cc1ccc(NC(=O)Nc2cnc3ccccc3c2)cc1
  4% | 2% | -13 | 5 | u | u | 1.3µM* | -14% | 2.2µM* | 2 | -8%
> Cc1ccc(NC(=O)c2ccccc2CCc2ccccc2)c(C)c1
  -11% | -10% | -11 | -8 | 0% | 1% | -4% | -1% | 0% | 0 | 1%

Three entries already listed, arranged by the value under uPA generation, rising:
SMILES	uPA generation
Cc1ccc(N2C(=O)CC(c3ccsc3)C3=C2CC(C)(C)CC3=O)cc1 (stereo not given)	2%
CCCN(CCC)C(=O)c1ccc2c(c1)N(CC)C(=O)c1ccccc1S2(=O)=O	3%
Cc1ccc(NC(=O)Nc2cnc3ccccc3c2)cc1	4%
